ROC1-CUL1 inh = inhibitors of human ROC1-CUL1 ubiquitin ligase activity; in vitro K48 di-Ub FRET, acceptor:donor ratio, 45 min; inhibition, % at 10 µM; 140,000 compounds, 0.6% hits; in the data active = inhibition above about 25%
Target sequence (P62877 whole entry, looked up): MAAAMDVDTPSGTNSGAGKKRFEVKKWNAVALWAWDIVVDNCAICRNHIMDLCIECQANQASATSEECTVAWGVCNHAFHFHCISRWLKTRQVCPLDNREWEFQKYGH
Target sequence (Q13616 whole entry, looked up): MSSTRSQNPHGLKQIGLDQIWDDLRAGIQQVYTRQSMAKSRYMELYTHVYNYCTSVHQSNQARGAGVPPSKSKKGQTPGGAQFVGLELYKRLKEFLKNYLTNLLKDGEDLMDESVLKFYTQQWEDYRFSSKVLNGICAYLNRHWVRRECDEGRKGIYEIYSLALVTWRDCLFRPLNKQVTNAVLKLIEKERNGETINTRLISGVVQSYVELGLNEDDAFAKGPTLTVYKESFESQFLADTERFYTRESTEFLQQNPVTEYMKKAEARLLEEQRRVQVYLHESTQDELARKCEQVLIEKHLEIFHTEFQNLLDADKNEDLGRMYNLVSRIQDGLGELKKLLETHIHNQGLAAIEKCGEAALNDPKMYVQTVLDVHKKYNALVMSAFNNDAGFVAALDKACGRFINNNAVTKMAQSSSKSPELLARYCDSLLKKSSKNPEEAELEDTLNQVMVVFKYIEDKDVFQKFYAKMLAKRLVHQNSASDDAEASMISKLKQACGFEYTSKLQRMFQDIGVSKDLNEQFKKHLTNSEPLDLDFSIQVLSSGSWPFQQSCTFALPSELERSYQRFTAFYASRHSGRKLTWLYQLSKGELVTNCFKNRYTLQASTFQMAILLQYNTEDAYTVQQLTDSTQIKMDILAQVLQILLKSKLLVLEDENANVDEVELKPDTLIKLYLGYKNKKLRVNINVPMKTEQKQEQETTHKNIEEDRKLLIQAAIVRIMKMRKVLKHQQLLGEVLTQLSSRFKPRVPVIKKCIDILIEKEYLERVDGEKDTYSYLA
* = called active by the depositor; & = joins results of further samples. Only part of the results is shown, so the mix of outcomes need not match the whole.

| ROC1-CUL1 inh | SMILES |
| --- | --- |
| 4.6 | Cc1cc2[nH]c(=O)c(=O)[nH]c2cc1S(=O)(=O)Nc1ccc(OC(F)(F)F)cc1 |
| 3.2 | CSc1nnc2c(n1)OC(c1cccc(Br)c1)N(C(C)=O)c1ccc(Cl)cc1-2 (stereo unspecified) |
| 7.2 | O=C(N/N=C/c1cccc([N+](=O)[O-])c1)c1c[nH]c2ccccc12 |
| 4.2&-12.9 | Cc1ccc2oc(-c3ccc(C)c(NC(=O)c4ccc(C(C)(C)C)cc4)c3)nc2c1 |
| 28.7* | CCCC(C(=O)O)N1C(=O)/C(=C/C(C)=C/c2ccccc2)SC1=S (stereo unspecified) |
| 2.8 | Cc1cc(C)c(CSc2nnc(C)n3c2cc2occc23)c(C)c1 |
| -7.8 | O=C(c1cccc(OC2CCN(C(=O)c3n[nH]c4c3CCC4)CC2)c1)N1CCOCC1 |
| -0.2 | CCOC(=O)C(C)Sc1nc(N)nc(SC)c1C#N (stereo unspecified) |
| 13.8 | O=C(Cc1ccc(Cl)cc1)Nc1ccccc1F |
| -0.5 | COc1ccc(C2=CC(c3ccccc3)c3ccccc3O2)cc1 (stereo unspecified) |
| -0.6 | COc1ccc(N2CC(NC(=O)c3ccc4c(c3)OCO4)CC2=O)cc1 (stereo unspecified) |
| 0.2 | COc1ccc(C(=NN)c2ccc(OC)cc2)cc1 |
| -10.2 | Cc1ccc(NC(=O)CSc2cc(C)nc(SCc3ccc(Cl)cc3)n2)cc1 |
| 0.9 | CCOC(=O)C1=NN(c2cccc(C(F)(F)F)c2)C2=NC(C)=C(C(=O)OC)C(c3cccs3)N12 (stereo unspecified) |
| -2.8 | CCOC(=O)C1C(=O)C=C(c2ccco2)CC1c1ccc(Br)cc1 (stereo unspecified) |
| 5.0 | CC(=O)c1cccc(NC(=O)CCc2c(C)nc3c(-c4ccc(F)cc4)c(C)nn3c2C)c1 |
| -4.6 | CCOc1ccc(NC(=O)CSc2nnc(COc3cccc(C)c3)n2CC)cc1 |
| -10.3 | Cc1ccc(OCC(=O)NC2CCS(=O)(=O)C2)cc1 (stereo unspecified) |
| 1.5 | COc1ccc(C(O)C2OC(=O)c3ccccc32)cc1 (stereo unspecified) |
| 0.2 | CSc1nc(SCc2ccccc2Cl)nc(N)c1C#N |
| 6.8 | Cc1ccc(OCC(=O)NCc2cccnc2N2CCOCC2)cc1 |
| -1.0 | O=C(COc1ccc(F)cc1F)N1CCN(c2ccccc2F)CC1 |
| -0.5 | CCOC(=O)N1CCc2c(sc3c2c(=O)n(Cc2ccccc2)c(=O)n3Cc2ccc(C)cc2)C1 |
| -3.2 | Cc1c(Cl)cccc1NC(=O)Cn1c(=O)cc(C)c2c(C)nn(-c3cccc(F)c3)c21 |
| 4.9 | CN1C2=CC(=O)CCN2c2ccccc21 |
| -3.5 | CCc1sc(N)[n+](C)c1-c1ccc(F)cc1 |
| -6.6 | Cn1c(CNC(=O)CSc2n[nH]c(-c3ccccc3Cl)n2)nc2ccccc21 |
| 23.0 | C#CCOc1ccc(C(=O)NCC2CCCO2)cc1 (stereo unspecified) |
| 3.5 | CCOC(=O)c1cc(-c2ccc(OC)cc2)n(CCC(=O)NC2CCCCC2)c1C |
| 6.5 | Cc1cccc(Oc2ccc(NC(=O)CCC(=O)OCC(=O)c3ccc(Br)cc3)cc2)c1C |
| 1.1 | COC(=O)C1C(C)=NC(=O)/C1=C\c1ccc(Cl)c(Cl)c1 (stereo unspecified) |
| -2.9 | Cc1cc2c(cc1S(=O)(=O)NC1CCCCCC1)OCC(=O)N2 |
| 9.7 | CC1(C)CC(CCNC(=O)Nc2nn[nH]n2)(c2ccccc2)CCO1 (stereo unspecified) |
| -1.4 | CN(Cc1ccccc1)c1ncnc2onc(-c3ccc(F)cc3)c12 |
| 6.2 | CCCNC(=O)CN1C(=O)CSc2ccc(S(=O)(=O)N3CCC(C)CC3)cc21 |
| -2.3 | COc1ccccc1CNc1ccc(CNc2ncn[nH]2)cc1 |
| 5.7 | COc1ccc(CNCc2ccccc2C)c(OCC(O)CN2CCN(C)CC2)c1 (stereo unspecified) |
| 4.7 | Cc1nc(-c2ccncc2)ncc1C(C)NC(=O)c1cc(C(C)C)no1 (stereo unspecified) |
| 6.7 | COc1ccc(-c2ccnc3c(-c4ccc(F)cc4)c(C)nn23)cc1OC |
| -6.2 | Cc1nn(-c2ccccc2)c(C)c1S(=O)(=O)Nc1ccccn1 |
| 1.7 | COCCn1c(C)cc(C(=O)CSc2ccc3ccccc3n2)c1C |
| 2.1 | CCOC(=O)c1nn(-c2ccc3c(c2)OCCO3)cc1O |
| -6.6 | Cn1cc(C2(c3cn(C)c4ccccc34)C(=O)Nc3c(C(F)(F)F)cccc32)c2ccccc21 |
| 8.7 | CC(=O)Nc1ccc(Oc2cc(NC(=O)c3nc4nc(-c5ccccc5)cc(C(F)(F)F)n4n3)cc(Oc3ccc(F)cc3)c2)cc1 |
| 4.9 | COc1ccc(NC(=O)c2ccco2)cc1NC(=O)COc1ccc(Cl)cc1C |
| 0.6 | CCOC(=O)c1c(NC(=O)CCN2CCCCCC2)sc(C)c1-c1ccc(Cl)cc1 |
| 27.1* | O=C1NN(c2cccc(F)c2)C(=O)/C1=C\c1cccc(OC(=O)c2cccs2)c1 |
| 0.0 | O=C(NC(=S)NC1C2CC3CC(C2)CC1C3)C12CC3CC(CC(C3)C1)C2 (stereo unspecified) |
| -7.3 | CC(C)(C)n1ncc(OCC(=O)c2ccc(Br)cc2)c(Cl)c1=O |
| -0.4 | O=C1c2ccccc2C(=O)N1c1ccc(OC(F)(F)F)cc1 |
| -3.9 | CN(C)CCNC(=O)c1ccc(-n2c(-c3ccccc3)cc3c2CCCC3)cc1 |
| -7.0 | CCCOc1ccc(CC2C(=O)Nc3ccc(Br)cc32)cc1 (stereo unspecified) |
| -6.7 | COc1ccc(-c2nc(S(=O)(=O)c3ccc(Cl)cc3)c(N3CCCCCC3)o2)cc1 |
| 4.6 | Cn1c(COc2ccc(C(=N)N)cc2)c[n+]2ccccc12 |
| 1.4 | Cc1cc(CC2=NC(=O)N(Cc3ccccc3)C2=O)c(C)n1-c1ccc(F)c(Cl)c1 |
| -11.1 | CCOc1ccc(Cl)cc1/C=C1/SC(=O)NC1=O |
| -7.4 | O=C(Cn1nc(Cl)nc1Cl)c1ccc(F)cc1 |
| -3.4 | CCC(C(=O)NCc1ccco1)n1nc(C)c2c(C)n(-c3ccc(C)cc3)nc2c1=O (stereo unspecified) |
| 0.5 | CC(Oc1ccc2ccccc2c1)C(=O)N1CCN(c2ncccn2)CC1 (stereo unspecified) |
| 3.3 | CC(=O)c1c(C)nc2ccccc2c1-c1ccccc1 |

(cont.)
| ROC1-CUL1 inh | SMILES |
| --- | --- |
| 7.4 | CCOC(=O)C(Sc1nc2sc(C)c(C)c2c(=O)n1CC)C(C)=O (stereo unspecified) |
| -5.7 | CC(=O)N1c2nc(-c3ccco3)nn2C2(CCCCC2)[C@@H]2CCCC[C@@H]21 |
| -3.7 | COC(=O)N/N=C/c1cccnc1 |
| 1.1 | CC(C)(C)c1ccccc1OCC(=O)NC1CCCC1 |
| -6.7 | COc1cccc(C2=NN(S(C)(=O)=O)C(c3cn(-c4ccccc4)nc3-c3cccs3)C2)c1 (stereo unspecified) |
| 2.8 | Clc1ccc(Cl)c(-c2ccc(CNCC3CCNCC3)o2)c1 |
| -5.9 | O=C(COc1ccc(F)cc1)Nc1ccccc1C(=O)OCc1cc(=O)n2ccsc2n1 |
| 5.7 | COc1ccc(C(=O)Oc2ccc(C(c3c(C)[nH][nH]c3=O)c3c(C)[nH][nH]c3=O)cc2)cc1 |
| -0.6 | O=S(=O)(c1ccccc1)c1ccc(-c2ccc(Br)cc2)cc1 |
| -3.8 | COc1ccc(CNc2oc(COc3cccc(C)c3)nc2C#N)cc1 |
| -4.5 | Cc1ccc(C)c(CN2C(=O)c3ccccc3S(=O)(=O)c3ccc(C(=O)NCCC4=CCCCC4)cc32)c1 |
| -6.7 | Cn1nc(C(=O)Nc2ccc(F)c(Cl)c2)c2c1-c1ccccc1S(=O)(=O)C2 |
| 1.0 | COc1ccccc1NC(=O)N1CCC(n2cc(-c3ccccc3)nn2)CC1 |
| -0.4 | Fc1ccccc1-c1cnnc(NCC2CCN(Cc3ccccc3)C2)n1 (stereo unspecified) |
| -0.9 | CCSC1=NCC(c2ccccc2)C(c2ccccc2)C1C#N (stereo unspecified) |
| -5.2 | Nc1ccc(S(=O)(=O)NCC2CCCO2)cc1 (stereo unspecified) |
| -4.2 | c1ccc(Cc2nnc3sc(-c4ccncc4)nn23)cc1 |
| 8.9 | CN(C)c1ccc2c(c1)OC(=N)C(C#N)C2c1ccc(F)cc1 (stereo unspecified) |
| -2.9 | CCN1CCN(Cc2c(O)ccc3oc(C)c(C(=O)Nc4ccc(C)cc4C)c23)CC1 |
| 2.9 | CCOC(=O)C1C(c2ccccc2F)NC(=O)NC1(O)C(F)(F)F (stereo unspecified) |
| -7.4 | Fc1ccc2ncc3c(-c4ccccc4)n[nH]c3c2c1 |
| -1.7 | COc1ccc(-c2cc(C(F)(F)F)nc(NCc3ccccc3)n2)cc1OC |
| -6.8 | COc1ccc(CNS(=O)(=O)c2cc3c(cc2C)n(C)c(=O)c(=O)n3C)cc1 |
| 3.2 | CCc1ccc(-c2n[nH]c3c2CN(Cc2nn(C)cc2Cl)CC3)cc1 |
| 5.6 | O=C(Nc1ccc(F)c(Cl)c1)c1ccccc1NC(=O)C1CCCCC1C(=O)O (stereo unspecified) |
| 1.9 | CN(C)S(=O)(=O)c1ccc2c(c1)N(CC(=O)N1CCC(C(N)=O)CC1)CCS2 |
| 3.1 | CN(C)CCCn1ccc2c(cnc3nc(-c4ccccc4)nn32)c1=O |
| 1.9 | CCOc1ccc2nc(SC3CC(=O)N(c4ccc(N5CCCCC5)cc4)C3=O)sc2c1 (stereo unspecified) |
| 17.6 | COCC(=O)NC1CCCN(Cc2ccccc2F)C1 (stereo unspecified) |
| 0.0 | CCN(CC)C(=O)Cc1cc(C(=O)O)c2ccccc2n1 |
| -5.3 | CC(CN1CCOCC1)OC(=O)c1cc2ccccc2o1 (stereo unspecified) |
| 0.2 | Cc1sc2[nH]c(=S)n(Cc3ccccc3)c(=O)c2c1C |
| -3.3 | COc1cc([N+](=O)[O-])ccc1NC(=O)N1CCN(c2cc(-c3noc(C)n3)ccc2C)CC1 |
| -5.7 | CC1C(=O)Oc2nc3ccccc3nc21 (stereo unspecified) |
| 1.5 | Cc1ccc(CNC(=O)c2cccn2-c2nnc(N3CCCCC3)s2)cc1 |
| 2.8 | Cc1ccc(-n2cc(C(=O)Oc3cccc(C)c3)c3ccccc3c2=O)cc1 |
| -8.8 | CCCCN(C)C(=O)c1cn(C)c2ccc(S(=O)(=O)N3CCC(C)CC3)cc2c1=O |
| 3.0 | Cc1ccc(C(=O)Cn2nnc3ccccc32)cc1C |
| -13.2 | Cc1ccc(C)c(N2CCN(C(=O)c3cc(S(=O)(=O)N4CCCCC4)cn3C)CC2)c1 |
| 0.7 | Cn1nc(C(=O)N2CCCC(CCc3ccccc3F)C2)ccc1=O (stereo unspecified) |
| 1.3 | CC1=NN(c2ccc(F)cc2)C(=O)C1C=Nc1ccc(Cl)cc1Cl (stereo unspecified) |
| -4.9 | CCc1cccc(NC(=O)c2coc(=O)c3ccccc23)c1 |
| -2.4 | Cc1nn(C)cc1CN(C)C(=O)c1cc2nc(-c3ccc(Br)cc3)cc(C(F)(F)F)n2n1 |
| 9.0 | C=CCOc1ccc(C(=O)C2C(=O)C(=O)N(CCCOC)C2c2ccc(F)cc2)cc1 (stereo unspecified) |
| -9.5 | CC1=NNc2nc3c(c(=O)n(Cc4ccccc4)c(=O)n3C)n2C1C (stereo unspecified) |
| 10.3 | COc1ccc(F)c(CC2(CCC(=O)N(C)Cc3nc4c(s3)CCCC4)CCC(=O)N2)c1 (stereo unspecified) |
| -10.4 | O=C(CCOc1ccccc1)Nc1ccnn1C1CCN(C2CCSCC2)CC1 |
| -3.3 | CCN(CC)C(=O)c1ccccc1C(=O)c1ccc(Cl)cc1 |
| 5.0 | COc1cc(C)ccc1S(=O)(=O)N1CCCC1 |
| 8.6 | N#CC1C(=N)Oc2n[nH]c(-c3ccccc3)c2C1c1cccc(OCc2ccccc2F)c1 (stereo unspecified) |
| 5.1 | COc1ccccc1C(=O)Oc1ccc2c(=O)c(Oc3ccc4ccccc4c3)coc2c1 |
| -10.6 | O=c1oc(NS(=O)(=O)c2ccc(Cl)cc2)nc2ccccc12 |
| -4.9 | Cc1ccc(C(=O)CC2(O)C(=O)N(Cc3cccc4ccccc34)c3ccccc32)cc1 (stereo unspecified) |
| 1.8 | Fc1ccc(-c2noc3ncnc(N4CCCCC4)c23)cc1 |
| -0.4 | CCS(=O)(=O)c1nc(S(=O)(=O)c2ccc(Cl)cc2)c(NCc2ccc(Cl)cc2)s1 |
| -1.4 | COC(=O)c1c(NC(=O)CSc2nc3sc4c(c3c(=O)n2-c2ccccc2)CCCC4)sc(C)c1C |
| -2.2 | Nc1nonc1-c1nc2ccccc2n1CC(=O)N/N=C/c1ccccc1 |
| 6.4 | CCOC(=O)c1cnn(-c2nnnn2-c2ccccc2)c1-c1cc(F)c(F)c(F)c1F |
| -5.3 | CC1=Nc2nc(SCc3ccccc3F)nn2C(c2cccs2)C1C(=O)Nc1ccccc1 (stereo unspecified) |
| 3.3 | C=C1Sc2ccccc2N1c1ccccc1 |
| 1.7 | Cn1cc(C2C(c3ccccc3)=NN=C(c3ccc(Cl)cc3)N2O)c2ccccc21 (stereo unspecified) |
| 8.3 | O=C(c1ccccc1)N1CCN(C(=O)c2cnn3c(C(F)(F)F)cc(-c4ccc(Br)cc4)nc23)CC1 |
| -9.2 | CCc1ccc(S(=O)(=O)c2nnn3c2nc(N(CC)Cc2ccccc2)c2cc(Cl)ccc23)cc1 |

Screening data (PubChem BioAssay)
